# Compound activity from PubChem.
# UbGFP stabilizer – inhibits proteasome, raising ubiquitin-GFP reporter fluorescence; Ubiquitin-GFP reporter cells, proteasome inhibition, GFP fluorescence; response scale: untreated = 0%, 10 µM MG-132 = 100%; Potency, µM (highest dose often 45.9 µM), for the others: top-dose activation (GFP accumulation), most hits filed as activators; 67,000 tested, under 10 active; AID 526; active = well fitted activation curve with a large enough effect, not every such curve was filed as active; inconclusive = small, poorly fitted or top-dose-only effect, or another doubt; inactive = no such curve, though single readings can be large or run the other way; also: potency is read from the fitted curve at half-maximal effect
#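 U2OS Ub(G76V)-GFP reporter; O/N plating, 0.5% FBS; cpd 46 uM–2.9 nM, 4 h, 37 °C; GFP+ cell count, 488/515 nm; norm. to basal vs 10 uM MG-132; CRC fit.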
# BRCT inh red – inhibitors of human BRCA1 BRCT-phosphoprotein interaction (red fluorophore) | P38398 | BRCT-phosphopeptide binding, red fluorescence polarization | Potency, µM (doses to about 76.9 µM), for the others: top-dose activity change, negative = inhibition, usual class: inhibitors | 75,000 tested, 0.03% active | AID 892; also: % is scaled to controls: 0 for no effect and ±100 for the full control effect
# Target sequence (P38398 whole entry, looked up): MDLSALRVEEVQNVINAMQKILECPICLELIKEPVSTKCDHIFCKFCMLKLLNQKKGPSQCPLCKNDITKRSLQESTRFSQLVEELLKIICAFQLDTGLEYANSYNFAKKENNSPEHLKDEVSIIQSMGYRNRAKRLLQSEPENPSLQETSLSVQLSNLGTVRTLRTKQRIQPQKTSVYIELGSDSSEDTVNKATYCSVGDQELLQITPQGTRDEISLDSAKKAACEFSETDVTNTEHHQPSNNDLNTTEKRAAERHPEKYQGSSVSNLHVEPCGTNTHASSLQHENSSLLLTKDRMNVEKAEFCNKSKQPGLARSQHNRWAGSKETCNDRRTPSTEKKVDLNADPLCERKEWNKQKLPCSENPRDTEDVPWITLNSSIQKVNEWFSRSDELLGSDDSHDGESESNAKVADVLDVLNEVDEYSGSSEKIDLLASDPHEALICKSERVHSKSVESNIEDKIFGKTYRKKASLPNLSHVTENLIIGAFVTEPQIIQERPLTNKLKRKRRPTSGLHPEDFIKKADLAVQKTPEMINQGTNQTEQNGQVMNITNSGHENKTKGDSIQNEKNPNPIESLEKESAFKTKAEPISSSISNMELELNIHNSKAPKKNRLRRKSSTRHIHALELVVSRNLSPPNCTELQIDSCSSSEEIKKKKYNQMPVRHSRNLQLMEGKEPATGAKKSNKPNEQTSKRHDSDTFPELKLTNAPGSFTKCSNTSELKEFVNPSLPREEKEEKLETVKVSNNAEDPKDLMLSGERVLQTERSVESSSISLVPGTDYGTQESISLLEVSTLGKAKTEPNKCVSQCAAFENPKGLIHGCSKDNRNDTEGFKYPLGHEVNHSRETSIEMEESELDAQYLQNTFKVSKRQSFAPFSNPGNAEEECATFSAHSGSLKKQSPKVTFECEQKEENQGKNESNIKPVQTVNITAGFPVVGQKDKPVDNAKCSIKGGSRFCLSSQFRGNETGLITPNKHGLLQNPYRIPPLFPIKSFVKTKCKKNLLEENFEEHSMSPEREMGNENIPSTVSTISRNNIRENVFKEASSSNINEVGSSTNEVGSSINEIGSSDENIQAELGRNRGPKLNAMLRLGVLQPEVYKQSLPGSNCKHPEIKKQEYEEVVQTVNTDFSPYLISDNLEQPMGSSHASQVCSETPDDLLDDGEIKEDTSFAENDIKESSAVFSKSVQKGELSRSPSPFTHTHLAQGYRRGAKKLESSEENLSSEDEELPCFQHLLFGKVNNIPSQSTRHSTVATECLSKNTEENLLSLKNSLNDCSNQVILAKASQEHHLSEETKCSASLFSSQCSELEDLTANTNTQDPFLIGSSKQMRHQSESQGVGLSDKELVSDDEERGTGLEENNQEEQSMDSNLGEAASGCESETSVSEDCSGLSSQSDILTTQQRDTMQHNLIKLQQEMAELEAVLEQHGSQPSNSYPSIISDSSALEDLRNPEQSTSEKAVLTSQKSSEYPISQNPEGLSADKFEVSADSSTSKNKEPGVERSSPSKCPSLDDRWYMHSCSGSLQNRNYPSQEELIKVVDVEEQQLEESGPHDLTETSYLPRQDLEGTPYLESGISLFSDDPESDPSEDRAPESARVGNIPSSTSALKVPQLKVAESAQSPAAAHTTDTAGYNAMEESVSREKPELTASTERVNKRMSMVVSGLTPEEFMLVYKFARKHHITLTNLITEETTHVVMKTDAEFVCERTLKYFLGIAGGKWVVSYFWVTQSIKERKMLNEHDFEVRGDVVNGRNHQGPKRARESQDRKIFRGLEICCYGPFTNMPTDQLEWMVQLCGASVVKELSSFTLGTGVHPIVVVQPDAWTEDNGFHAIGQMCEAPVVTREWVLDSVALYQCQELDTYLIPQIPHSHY
#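 Rhodamine-labelled pBACH1 10-mer (100 nM) bound to BRCT domain (100 nM) at pH 7.3; compounds incubated 12 min room temperature, polarization read. Free peptide defines full inhibition; unlabelled decapeptide titrated as control.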
# Caspase-7 inhib – blocks human caspase-7 allosterically or competitively | recombinant caspase-7, Ac-DEVD-AFC fluorescence rate | P55210 | Potency, µM (doses to about 57.5 µM), without a hit: at the highest dose activity change, negative = inhibition, usual class: inhibitors | 75,000 tested, 0.02% active; active = well fitted inhibition curve with a large enough effect in the main read-out, with a control signal flat, not every such curve was filed as active; inconclusive = small, poorly fitted or top-dose-only effect, or a change in a side signal; also: potency is read from the fitted curve at half-maximal effect; % of control where 0% means no effect
# 4-MU autofl – 4-MU region autofluorescence; compound autofluorescence, 340/450 nm, 4-MU equivalents; active compounds read high; max dye-equivalent concentration, M; 59,000 tested, 11% active; in the data active = max dye-equivalent concentration above about 10 nM; inconclusive = mostly about 1.1 nM to 9.6 nM
#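 Intrinsic fluorescence at 340/450 nm (ex/em) was read after 15 min at room temperature in pH 8.0, 100 mM Tris. Each compound concentration expressed as 4-MU-equivalent concentration from a six-point 4-MU standard series on each plate.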
# BRCT inh green – BRCA1 BRCT-phosphoprotein interaction inhibition. BRCA1 BRCT-phosphopeptide binding, green fluorescence polarization. 75,000 tested, 0.05% active. Potency, µM (highest dose often 76.9 µM), without a hit: at the top dose activity change, negative = inhibition, actives largely listed as inhibitors;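 also: potency is read from the fitted curve at half-maximal effect; plate controls were peptide without protein for full effect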
#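 Fluorescence polarization: His-tagged BRCT (~35 kDa BRCA1 C-terminus, 250 nM) bound to 100 nM fluorescein-labeled phosphorylated 10-aa BACH1 peptide, pH 7.3 phosphate buffer with DTT and Tween 20. Compounds incubated 12 min at room temperature; inhibition read as lowered polarization.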
# Caspase-1 inhib – caspase-1 (human) inhibition, allosteric or competitive; P29466; Caspase-1 enzyme, Ac-WEHD-AFC fluorogenic rate; Potency, µM (top dose mostly 57.5 µM), for the others: at the highest dose activity change, negative = inhibition, hits mostly inhibitors; 75,000 tested, 0.03% active; AID 900;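 also: potency is read from the fitted curve at half-maximal effect; plate controls were vehicle for no effect and no substrate for full effect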
# HEK293 cAMP ctrl – raises cAMP in parental HEK293 cells, TSHR agonist counter-screen | parental HEK293 CNG cAMP sensor, membrane potential fluorescence | Potency, µM (series often up to 57.1 µM), for the others: at the highest dose activation, most hits filed as activators | 73,000 tested, 2.5% active | AID 938; also: potency is read from the fitted curve at half-maximal effect; % of control where 0% means no effect; nearly all actives have a fitted effect of over 55% in size
#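 Parental HEK 293 cells stably expressing a modified CNG channel (no TSHR) report cAMP rise as membrane depolarization. Membrane potential dye with 100 uM RO 20-1724 was loaded for 60 min at room temperature, then compound added for 30 min; fluorescence read at 590 nm.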
# A350 autofl – compound fluoresces in the Alexa 350 spectral region; Compound autofluorescence, 340/450 nm, Alexa 350 dye-equivalents; active compounds read high; 59,000 tested, 11% active; max dye-equivalent concentration, M; in the data active = max dye-equivalent concentration above about 10 nM; inconclusive = mostly about 1.1 nM to 9.6 nM
# USP2a inh – inhibitors of human ubiquitin-specific protease USP2a; AID 927; 60,000 tested, 0.1% active; USP2a enzymatic assay, qHTS inhibition; Potency, µM (highest dose often 38.3 µM), for inactives: at the highest dose activity change, negative = inhibition, actives largely listed as inhibitors; O75604;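 also: potency is read from the fitted curve at half-maximal effect; nearly all actives have a fitted effect of over 60% in size; plate controls were DMSO for no effect and NEM full inhibition control for full effect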
#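 USP2 core (20nM final) preincubated 30 min RT with compound, then Ub-PLA2 20nM and NBD C6-HPC 20uM final added; buffer 20mM Tris-HCl pH 8.0, 2mM CaCl2. Fluorescence Ex 460/Em 535 read at 0 and 2.5 h; normalized to NEM.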
# Fluorescein autfl – fluorescein region autofluorescence | Compound autofluorescence, 480/540 nm, fluorescein-equivalent; active compounds read high | max fluorescein-equivalent concentration, M | 59,000 tested, 0.91% active | AID 593; in the data active = max fluorescein-equivalent concentration above about 10 nM; inconclusive = between about 1.1 nM and that limit
#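 Read-out is intrinsic compound fluorescence at 480/540 nm (excitation/emission), expressed as dye-equivalent concentration using a fluorescein standard series run on every plate. Compounds sat 15 min at room temperature in 100 mM Tris, pH 8.0.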
# Epigenetic mod – derepresses silenced GFP locus in mouse C127i cells; mouse C127i GFP locus derepression, cytometry, 30 h; Potency, µM (titrated, usually from 46.1 µM), for inactives: top-dose GFP derepression (activation); 68,000 tested, 0.09% active; AID 597; also: % of control where 0% means no effect
#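 Read-out is the number of GFP-positive cells, scored as fluorescent objects 20 to 120 um wide, reflecting derepression of a silenced CMV-GFP reporter in murine C127i cells after 30 h compound exposure at 37 C.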
# Active calls of the source: *; i = inactive; ? = inconclusive; . = not tested or not shown; [ ] = remark or other dose. Unless noted, calls follow the shape of the dose curve; as a rule, active = well fitted curve in the direction sought with a large enough effect; inconclusive = small, poorly fitted or top-dose-only effect, or another doubt; inactive = no such curve, though single readings can be large; an effect the other way counts as inactive or inconclusive. These rows are one share of the data; count on the stated rates, not on these rows.
SMILES	UbGFP stabilizer	BRCT inh red	Caspase-7 inhib	4-MU autofl	BRCT inh green	Caspase-1 inhib	HEK293 cAMP ctrl	A350 autofl	USP2a inh	Fluorescein autfl	Epigenetic mod
CCCCCC1CC(CC(C)C(=O)Nc2nncs2)C(=O)O1 (stereo not drawn)	1%	0.1%	2%	i	-2.7%	2%	?	i	3%	i	1%
O=C1C2C3C=CC(C3)C2C(=O)N1CCN1CCN(S(=O)(=O)c2ccc3ccccc3c2)CC1 (stereo not drawn)	-16%	-0.2%	-4%	.	3.6%	-3%	3%	.	45%[activator]	.	2%
CC1CCN(C(=O)Nc2cccc(NC(=O)N3CCC(C)CC3)c2)CC1	5%	-2.2%	0%	i	-2.0%	0%	1%	?	13%	?	0%
COCC(=O)Nc1ccc(C(N)=O)cc1	-3%	-0.5%	-1%	.	0.2%	-1%	10%	.	0%	.	2%
C=CCc1ccccc1OCCCCN1CCCC1	-8%	-0.7%	0%	.	-1.7%	-1%	18%	.	2%	.	0%
CCn1c(SCC(=O)Nc2cccc(F)c2)nnc1-c1cc2cc(Br)ccc2o1	-4%	0.2%	0%	i	-1.8%	1%	?	i	14%	i	3%
CCOCCCN1C(=O)CN(C2CCCCC2)C(=O)C1c1ccc(OCC)c(OC)c1 (stereo not drawn)	3%	0.8%	-1%	i	-0.7%	2%	4%	i	8%	i	-2%
CN(C)CCCN1c2ccc(O)cc2Sc2ccc(Cl)cc21	2%[9.17 µM]	0.3%[15.4 µM]	-2%[11.5 µM]	i	-2.3%[15.4 µM]	2%[11.5 µM]	-7%[11.4 µM]	i	.	i	3%[9.22 µM]
COC(=O)C1=C(CN2CCN(C)CC2)NC(=O)NC1c1cc(C)ccc1C (stereo not drawn)	5%	0.9%	0%	i	-0.1%	0%	2%	i	-4%	?	-2%
CCOC(=O)c1cnc(SCc2nc(N)nc(Nc3ccc(F)cc3)n2)nc1N	-1%	0.4%	0%	i	0.0%	-3%	-9%	i	-14%	i	0%
c1cncc(-c2cc(NCc3cccs3)ncn2)c1	-2%	-3.8%	-3%	i	-2.5%	1%	14%	i	-11%	i	-12%[9.22 µM]
COc1cc(CCC(=O)OCc2nnc(-c3ccccc3)o2)cc(OC)c1OC	-8%	-2.6%	1%	i	-3.8%	1%	19%	i	4%	?	0%
COc1cc(CC(=O)Nc2ncc(C)s2)cc(OC)c1OC	-6%	0.9%	0%	i	-2.3%	-2%	4%	i	-2%	i	1%
O=C(Cn1nnc(-c2ccccc2NC(=O)c2ccco2)n1)NC1CCCCC1	-4%	-0.6%	-1%	i	0.7%	1%	?	i	27%	i	-1%
Cc1ccc(Cn2nnnc2CN2CCC(O)(c3ccccc3F)CC2)cc1	-6%	-1.1%	1%	i	-3.0%	0%	21%	i	0%	?	1%
CCc1nnc(NS(=O)(=O)c2ccc(NS(=O)(=O)c3ccccc3)cc2)s1	-1%	-1.5%	-1%	i	-2.3%	1%	-2%	i	-7%	i	-1%
CC(C)CN1CC[C@@]2(CCCN(C(=O)c3cccc(F)c3)C2)C1	-7%	-1.4%	0%	i	-1.7%	-1%	17%	i	16%	i	-2%[9.22 µM]
COc1cccc(CNC(=O)C2CCN(S(=O)(=O)c3cnc[nH]3)CC2)c1	1%	0.1%	1%	i	-2.5%	-1%	2%	i	6%	i	0%
O=C(COc1ccc(S(=O)(=O)NC2CCCC2)cc1)N1CCCCCC1	-7%	0.2%	-1%	i	-5.3%	4%	1%	i	-3%	i	-2%
CN(c1nc2ccccc2n2c(-c3ccco3)nnc12)S(=O)(=O)c1ccccc1	?	-2.8%	0%	3.9e-08M*	-0.9%	2%	28%	3.9e-08M*	3%	i	-3%
CCCCC(c1nnnn1Cc1ccco1)N1CCN(c2nc3ccccc3s2)CC1 (stereo not drawn)	-3%	-1.2%	-12%	i	5.1%	-7%	?	i	17%	?	1%
COc1ccc(N(CC(=O)Nc2nc3ccc(C)cc3s2)S(=O)(=O)c2c(C)nn(C)c2C)cc1	10%	-0.3%	-8%	.	1.3%	-6%	7%	.	.	.	?
CCCCC(=O)Nc1ccc(NC(=O)c2ccc3c(c2)OCO3)cc1OC	-2%	0.8%	0%	i	-0.8%	1%	-1%	i	14%	i	-2%
Cn1c(C(O)c2ccc(Cl)cc2)nc(Cl)c1Cl (stereo not drawn)	3%	-0.5%	-1%	i	0.2%	0%	-1%	i	9%	i	-2%
O=C1CCc2cc(S(=O)(=O)NCCC(=O)N3CCN(c4cccc(Cl)c4)CC3)ccc2N1	-2%	-0.4%	0%	i	-2.2%	1%	3%	i	39%[activator]	?	-3%
O=C1C2C(C(=O)N1Cc1ccco1)C1C=CC2C12CC2 (stereo not drawn)	-8%	0.4%	-1%	i	-0.4%	0%	2%	i	-6%	i	-3%
O=C(O)c1ccccc1C(=O)N1CC=C(c2ccccc2)CC1	3%	-0.2%	-2%	?	-2.1%	1%	11%	1.1e-08M*	0%	?	-1%
c1cc2nncn2nc1N1CCCC1	5%	-2.8%	1%	i	-2.0%	0%	1%	i	-5%	i	-2%
Cc1cccc2cc(CN(Cc3nnnn3C3CCCC3)C3CCCCC3)c(=O)[nH]c12	4%	0.8%	2%	i	-0.8%	-1%	?	i	1%	i	-1%
CCCc1ccc(C(=O)N2CCN(c3ccccc3OCC)CC2)cc1	-4%	-3.9%	-11%	3.1e-08M*	-3.2%	-3%	9%	3.4e-08M*	37%[activator]	?	0%
CN1CCN(CCN2CCn3c2nc2ccccc23)CC1	-2%	0.6%	1%	i	-3.5%	-1%	6%	i	-4%	?	-2%
CCOC(=O)c1cnc(SCC(=O)Nc2sc(C)c(C)c2C#N)nc1N	-1%	0.5%	1%	i	0.5%	0%	4%	i	-5%	i	0%
COC(=O)c1ccc(CSc2ncnc3c2nnn3-c2ccc(F)cc2)o1	.	0.5%	0%	.	-0.5%	-3%	?	.	.	.	.
COC(=O)C1=C2SC(C)C(=O)N2C(N)=C(C#N)C1c1cc(OC)c(OC)c(OC)c1 (stereo not drawn)	3%	-0.4%	-2%	i	-0.4%	-1%	-1%	i	4%	i	0%
C=CCC(CC=C)(C(=O)O)c1ccccc1	-1%	0.4%	0%	i	-4.0%	-1%	?	i	-10%	i	6%
Nc1ncnc2nc(SCCc3ccccc3)[nH]c12	3%	1.3%	1%	i	0.1%	-1%	-9%	i	-7%	i	3%
Cc1cnc(NC(=O)CN2C(=O)C3CC=CCC3C2=O)s1 (stereo not drawn)	4%	-1.8%	-2%	i	0.0%	-2%	-1%	i	1%	?	1%
COc1cccc(NC(=O)C2CCN(c3ncccn3)CC2)c1	11%	-0.7%	-5%	i	0.2%	-6%	15%	i	16%	i	-2%
Cc1ccc(C(=O)COc2cccc(NC(=O)c3ccco3)c2)cc1	4%	0.1%	0%	i	-1.4%	-1%	?	i	2%	i	3%
CCOC(=O)CSc1nnc2n1C(C)(C)Cc1ccccc1-2	4%	-2.0%	-1%	i	-0.2%	1%	20%	i	2%	?	-1%
NC(=O)c1cc(Cl)cn(-c2ccccc2)c1=O	-14%	0.2%	0%	.	-1.6%	1%	3%	.	.	.	.
c1ccc2c(c1)nnn2Cc1nnc2sc(-c3ccncc3)nn12	-4%	2.8%	-1%	i	-2.7%	-2%	2%	i	7%	?	-2%

# At a glance, some entries already given:
SMILES	UbGFP stabilizer	BRCT inh red	Caspase-7 inhib	4-MU autofl	BRCT inh green	Caspase-1 inhib	HEK293 cAMP ctrl	A350 autofl	USP2a inh	Fluorescein autfl	Epigenetic mod
NC(=O)c1cc(Cl)cn(-c2ccccc2)c1=O	-14%	0.2%	0%	.	-1.6%	1%	3%	.	.	.	.
c1ccc2c(c1)nnn2Cc1nnc2sc(-c3ccncc3)nn12	-4%	2.8%	-1%	i	-2.7%	-2%	2%	i	7%	?	-2%

# Part of the list above with just BRCT inh red:
smiles | BRCT inh red
COC(=O)c1ccc(CSc2ncnc3c2nnn3-c2ccc(F)cc2)o1 | 0.5%
COC(=O)C1=C2SC(C)C(=O)N2C(N)=C(C#N)C1c1cc(OC)c(OC)c(OC)c1 (stereo not drawn) | -0.4%
C=CCC(CC=C)(C(=O)O)c1ccccc1 | 0.4%
Nc1ncnc2nc(SCCc3ccccc3)[nH]c12 | 1.3%
Cc1cnc(NC(=O)CN2C(=O)C3CC=CCC3C2=O)s1 (stereo not drawn) | -1.8%
COc1cccc(NC(=O)C2CCN(c3ncccn3)CC2)c1 | -0.7%
